From PubChem BioAssay
mcGAS RapidFire: inhibitors of mouse cGAS; recombinant mouse cGAS, cGAMP by RapidFire MS; inhibition, % at 12.5 µM; Q8C6L5; 130,000 tested, 0.18% active; AID 1259397;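 active = inhibition of cGAS enzyme activity at or above 60%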;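 also: enzyme stimulated by 45 bp dsDNA with ATP and GTP substrates; cGAMP share of summed cGAMP plus half ATP and half GTP signals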
Target sequence (Q8C6L5 whole entry, looked up): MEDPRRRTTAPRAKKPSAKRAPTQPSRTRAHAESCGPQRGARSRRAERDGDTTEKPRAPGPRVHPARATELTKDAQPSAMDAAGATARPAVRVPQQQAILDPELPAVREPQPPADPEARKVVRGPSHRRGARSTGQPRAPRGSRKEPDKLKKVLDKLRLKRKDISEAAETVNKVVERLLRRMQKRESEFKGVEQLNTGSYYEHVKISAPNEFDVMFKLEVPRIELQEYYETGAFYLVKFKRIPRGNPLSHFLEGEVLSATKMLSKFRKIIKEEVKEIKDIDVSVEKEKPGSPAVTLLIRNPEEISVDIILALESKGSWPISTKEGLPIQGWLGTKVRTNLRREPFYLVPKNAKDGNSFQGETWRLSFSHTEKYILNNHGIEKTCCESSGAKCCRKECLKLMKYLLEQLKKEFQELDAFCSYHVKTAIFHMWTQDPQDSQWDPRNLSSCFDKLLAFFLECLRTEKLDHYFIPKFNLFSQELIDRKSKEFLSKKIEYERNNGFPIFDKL
Numbers without * were called inactive; & = joins results of further samples.

Start of the data: the first 6 records, to show the layout:
SMILES,mcGAS RapidFire
O=C(CSc1nnc(-c2ccccc2)n1-c1ccccc1)N/N=C\c1cccc(Oc2ccccc2)c1,-10
COc1cccc2c(SC)nccc12,0
CCc1ccc(-c2c(-c3ccccc3)ncn2CC2CCS(=O)(=O)C2)o1 (stereo unspecified),-14
Cc1ccccc1CNC(=O)CSc1nnc(C23CC4CC(CC(C4)C2)C3)o1,-5
CC(=O)Nc1nnc(C)s1,-17
CC(C)(C)OC(=O)N1CCN(c2nc(-c3ccccc3)c3cc(Br)ccc3n2)CC1,-7

All compounds of this part, repeating the preview:
SMILES,mcGAS RapidFire
O=C(CSc1nnc(-c2ccccc2)n1-c1ccccc1)N/N=C\c1cccc(Oc2ccccc2)c1,-10
COc1cccc2c(SC)nccc12,0
CCc1ccc(-c2c(-c3ccccc3)ncn2CC2CCS(=O)(=O)C2)o1 (stereo unspecified),-14
Cc1ccccc1CNC(=O)CSc1nnc(C23CC4CC(CC(C4)C2)C3)o1,-5
CC(=O)Nc1nnc(C)s1,-17
CC(C)(C)OC(=O)N1CCN(c2nc(-c3ccccc3)c3cc(Br)ccc3n2)CC1,-7
O=c1c2cc(F)ccc2ncn1CCN1CCC(O)CC1,-16
CC1CN(C(=O)CNC2CCc3ncnn3C2)CCO1 (stereo unspecified),-3
COCCNc1nc(NCCCN2CCCC2=O)c2sccc2n1,4
Cc1ccc(-c2ccncc2)cc1NC(=O)CC(C)(C)C(=O)O,-1
CC(C)=NOC(C)C(=O)N1CCc2c(cnn2C(C)(C)C)C1 (stereo unspecified),-4
Cc1ccccc1CCC1CCCN(C(=O)Cn2cc(C)c(=O)[nH]c2=O)C1 (stereo unspecified),1
O=C(COc1ccccc1F)NCC1CCN(S(=O)(=O)C2CC2)CC1,-16
CCc1ccccc1N1CC(C(=O)NCc2cccnc2OC(C)C)CC1=O (stereo unspecified),-3
O=C(c1cc(COc2cncc(Cl)c2)on1)N1CCC(N2CCSCC2)CC1,5

Look-ups from above.
mcGAS RapidFire with `Cc1ccccc1CNC(=O)CSc1nnc(C23CC4CC(CC(C4)C2)C3)o1` → -5
mcGAS RapidFire with `O=c1c2cc(F)ccc2ncn1CCN1CCC(O)CC1` → -16
mcGAS RapidFire with `CCc1ccccc1N1CC(C(=O)NCc2cccnc2OC(C)C)CC1=O` (stereo unspecified) → -3
mcGAS RapidFire with `O=C(CSc1nnc(-c2ccccc2)n1-c1ccccc1)N/N=C\c1cccc(Oc2ccccc2)c1` → -10

The list continues:
SMILES,mcGAS RapidFire
CC(=O)c1c(C)[nH]c(C(=O)OCC(C)C)c1C,-3
CCn1ncc(Cl)c1C(=O)NCc1cccnc1N1CCN(C)CC1,-39
O=C(CC1CCc2ccccc21)N(CCO)Cc1nccs1 (stereo unspecified),-6
CCN1CC(CN(C)Cc2cccc3c2OCCO3)Oc2ccccc21 (stereo unspecified),-4
CCC1CCCCN1C(=O)C1C2C=CC3(CN(c4cccc(OC)c4)C(=O)C13)O2 (stereo unspecified),-3
CCOc1ncccc1CNC(=O)c1cc2c(s1)CCC2,6
CC(C)(C)C(=O)C=c1[nH]c(=O)c(=Cc2cc(Br)cs2)s1,-12
Oc1ccc(-c2[nH]ncc2-c2ccc(Cl)cc2)c(O)c1,9
Nc1nc2ncn(CC(O)CCl)c2c(=O)[nH]1 (stereo unspecified),-2
O=C(OCc1cc(-c2ccc3c(c2)OCO3)on1)c1cc2ccccc2o1,-6
O=C(c1ccccc1NCc1ccccn1)N1CCCN2CCC[C@H]2C1,-12
Cc1cc(-c2csc(Nc3ccccc3)n2)c(C)n1C,-4
Cc1ccsc1[C@@H]1CCN(C(=O)c2ccc(-c3ncn[nH]3)cc2)C[C@H]1O,-7
COc1cc(C(=O)N2CCNCC2C(=O)NCc2ccccn2)ccn1 (stereo unspecified),-36
Cc1cccn2c(CC(=O)NCc3cn4c(n3)SCC4)cnc12,-15
CN(c1cccc(C#N)c1)S(=O)(=O)c1cn[nH]c1C(C)(C)C,-5
CC(C)c1nc(CCN(C)C(=O)CCN2CCCCO2)no1,-6
O=c1n(CC2COCCO2)nc(C2CCNCC2)n1Cc1ccccc1 (stereo unspecified),-8
C=CCn1cc(CN2CC[C@@H](N3CCN(c4ccccc4F)CC3)[C@H](O)C2)c(C)n1,-5
COCc1nc(NCC2CCS(=O)(=O)C2)c2cnn(C)c2n1 (stereo unspecified),1
Cc1ccc2[nH]cc(-c3ncccc3NC(=O)C(C)C)c2c1,-34
CCOC(=O)c1cccnc1N1CCCC2(C1)C(=O)Nc1ccccc12 (stereo unspecified),-42
O=S(=O)(c1ccccc1)c1ccc(O)cc1,-9
Cc1cc(C)n(CC(C)NCc2ccc3c(c2)n(C)c(=O)n3C)n1 (stereo unspecified),-21
Cc1ccccc1C1CC(=O)NC(SCc2ccc(Cl)cc2)=C1C#N (stereo unspecified),-8
Cc1cc(=O)n(Cc2ccccc2F)c2cc(OCC(=O)NCCCN3CCN(C)CC3)ccc12,-2
CCc1cccc(CC)c1NC(=O)NCCCN1CCCC1,-11
Cc1nc2n(n1)CCCC2NC(=O)CCc1cccc(Cl)c1 (stereo unspecified),2
Cc1nn2cnnc2c2nn(-c3cccc(Cl)c3)c(C)c12,-3
Cc1ccc(-n2ncc3c(C)nn(Cc4cccc(F)c4)c(=O)c32)cc1C,-5
CC(C)NS(=O)(=O)CC1(C)C2CCC1(C)C(=O)C2Br (stereo unspecified),-11
Cc1c(C(=O)NCc2ccccc2C(F)(F)F)sc(=O)n1Cc1ccccn1,-3
COc1ccc(Cl)c(-c2nccn2CCNC(C)=O)c1F,-15
COc1ccccc1N1CCC(N2CCN3C(=O)CNC(=O)C3C2)CC1 (stereo unspecified),-3
COc1ccccc1N1CCN(C(=O)c2ccccc2N2CCC(N)CC2)CC1,-4
N#CCCSc1nc(-c2cccs2)cc(C(F)(F)F)c1C#N,-12
CC(C)(C)c1ccc(Cn2cnc([N+](=O)[O-])n2)cc1,-9
O=c1[nH]c2ccc(S(=O)(=O)NCc3ccccn3)cc2s1,5
CCC(C)(CO)NCc1cccc(F)c1F (stereo unspecified),-1
Cc1ccc(N(CC(=O)N/N=C\c2cccs2)S(C)(=O)=O)cc1Cl,-11
O=C(c1cccc2c1OCC2)N1CCc2[nH]nc(-c3ccc4c(c3)OCO4)c2C1,-5
CCNc1nnc(SCC(=O)NCCSCc2ccccc2F)s1,-13
CC(=O)c1ccc(NC(=O)Cn2cnc3c(nnn3Cc3ccccc3)c2=O)cc1,4
CCn1ncnc1CN1CCOc2c(O)cc(-c3ccc(C)s3)cc2C1,-7
CC1(C(=O)NS(=O)(=O)c2cccc(Cl)c2)CCN1C(=O)Cc1cccs1 (stereo unspecified),-17
COCCNC(=S)N(CCC#N)CCN(CCC#N)C(=S)NCCOC,-10
CC(=O)N(CN1C(=O)c2ccc([N+](=O)[O-])cc2C1=O)c1ccc(Oc2ccccc2)cc1,-1
Cc1nn(C)c(N2CCOCC2)c1CN1CCCC(Cn2ccnc2)C1 (stereo unspecified),-18
O=S(=O)(c1ccc(Cl)s1)N1CCN(CCc2ccccc2)CC1,-3
Cc1cc(NC(=O)CN2CCCC(Nc3ccc(C(C)C)cc3)C2)no1 (stereo unspecified),-6
CC1CCN(C(=O)C2CCN(C(=O)c3ccsc3)CC2)c2ccccc21 (stereo unspecified),-10
O=[n+]1cc(-c2cc3ccccc3o2)n([O-])c2c1CCCC2,-24
O=c1cc(-c2ccc(O)c(O)c2)oc2ccccc12,0
Cc1c(Br)c([N+](=O)[O-])nn1CC(=O)NC1CCCCC1,-3
Cc1cc(C)n(C(C)C(=O)NC(C)C(O)c2cccc(F)c2)n1 (stereo unspecified),-5
Cc1ccccc1-c1ncc(-c2nccn2-c2ccc3n[nH]nc3c2)cn1,12
CCOC(=O)c1cnc(C(C)(C)C)[nH]c1=O,1
O=C1Nc2ncccc2Oc2cc(F)cc(O)c21,6
FC(F)(F)c1ccccc1-c1cn(CCCc2cccnc2)nn1,-6
COc1ccccc1NC(=O)CN1CCC(Cn2c(C(F)(F)F)nc3ccccc32)CC1,5

Other entries follow:
SMILES,mcGAS RapidFire
COc1ccc(S(=O)(=O)N(C)C)cc1NC(=O)c1cc2c(c(OC)c1)OC(C)C2 (stereo unspecified),0
C[C@H](NS(=O)(=O)c1ccccc1F)C(=O)Nc1ccc2ccn(C)c2c1,-2
CCOc1ccccc1N1CCN(C(=O)c2ccccc2N2CCC(NC(=O)c3cccs3)CC2)CC1,-4
CCOc1ccc(-c2nc(NC(=O)[C@H](C)NC(N)=O)sc2C)cc1,-2
O=C(c1nnc2n1CCN(Cc1ccc3ccccc3n1)C2)N1CCOCC1,-11
O=C(Nc1cccc(N2CCN(CC3CC3)CC2)c1)C1CC1,7
CN(C)c1ccc(/C=C2\N=C(c3cccc(Br)c3)OC2=O)cc1,0
COCCN(Cc1ccc(C(O)(c2ccccc2)c2ccccc2)o1)Cc1ccccc1OC,-1
CC[C@H]1CN2CCc3cc(OC)c(OC)cc3C2C[C@@H]1CC1NCCc2cc(OC)c(OC)cc21 (stereo partly specified),-3&0
Cc1cccc(CC(=O)Nc2c(C)nc3c(C)cccn3c2=O)c1,-11
Cc1noc(C)c1C1CCCN1CCn1c(=O)oc2ccccc21 (stereo unspecified),2
CCC1CSC(=Nc2ccc(Cl)cc2)N1C(=O)c1ccc(C)nc1 (stereo unspecified),-3
COc1ccccc1CN1C[C@@H]2C[C@@H](c3cnn(-c4ccccc4F)c3)N3CCC[C@@]23C1=O,4
O=C(CNS(=O)(=O)c1ccc(Br)cc1)N1CCCC1,-1
Cn1ccnc1-c1nccn1-c1ccc(-c2nc3ccccc3[nH]2)cc1,-17
CCOC(=O)C(Cc1ccccc1)NC(=O)C1CCS(=O)(=O)C1 (stereo unspecified),-15
CC(C)(C)C(=O)Cn1cnc2sc3c(c2c1=O)CCCC3,-4
CCCn1nnnc1NCc1ccc(-c2ccccc2)o1,-12
COc1ncccc1-c1ccc(C(=O)C(C)C)s1,-20
CCC(C(=O)Nn1cnc2c(cnn2-c2ccc(C)c(C)c2)c1=O)c1ccccc1 (stereo unspecified),2
Cc1c(C(=O)NCc2ccc(Cl)c(Cl)c2)sc(=O)n1Cc1ccc(S(C)(=O)=O)cc1,32
Cc1noc(C)c1CCc1nn2c(CC(C)C)nnc2s1,1
CCCCCCCCc1ccc(-c2ccc(C3=N/C(=C\C(Cl)=C\c4ccccc4)C(=O)O3)cc2)cc1,7
O=C(NCc1nc2ccccc2[nH]1)C1CCCN(c2ccc(-n3ccnc3)nn2)C1 (stereo unspecified),-6
Cc1ccc(C)c(N(C)S(=O)(=O)c2cccc(C(=O)O)c2)c1,-12
CCC(CC)NC(=O)c1ccc(N2CCCCC2)c([N+](=O)[O-])c1,5
Cc1cc2nc(C)c(CCC(=O)NC3CCCc4occc43)c(C)n2n1 (stereo unspecified),1
Cc1cc(C)n(CC(C)Nc2nc3nonc3nc2N2CCSCC2)n1 (stereo unspecified),-2
CNC(=O)[C@@H]1C[C@@H](N)CN1C(=O)c1ccc(OC)c(COC)c1,-23
O=C(N/N=C\c1ccc(OCc2ccccc2)cc1)c1ccc[n+](Cc2ccccc2)c1,-15
O=C(Nc1cccnc1)c1cccc(S(=O)(=O)NC2CCS(=O)(=O)C2)c1 (stereo unspecified),-6
O=C(c1cncn1-c1ccc(F)cc1)N1CCN(S(=O)(=O)c2ccc(F)c(Cl)c2)CC1,7
Cc1cccc(C)c1-n1nnnc1C(c1ccc(Cl)cc1Cl)N(C)C=O (stereo unspecified),-4
CCN(CC)S(=O)(=O)c1ccc(=O)n(Cc2ccccn2)c1,-2
COC(=O)c1cc2n(n1)CCCN(C(=O)C1COc3c(cccc3OC)C1)C2 (stereo unspecified),-7
COCc1cc(Cn2cc(-c3ccnc4ccccc34)nn2)[nH]n1,-4
Fc1ccccc1Cn1c(CSC2=NCCN2)nc2ccccc21,15
CCN1CCCC(C(=O)Nc2ccc(-c3cccc(OC)c3)cc2)C1 (stereo unspecified),0
CCn1c(C)cc(O)c(C(c2ccccc2Cl)N2CCN(C)CC2)c1=O (stereo unspecified),-5
Clc1cncc(OC/C=C/COc2cncc(Cl)c2)c1,-3
O=C(O)/C=C/c1ccc(S(=O)(=O)NC23CCC(CC2)C3)cc1,1
FC(F)(F)c1ccc2n[nH]c(=S)n2c1,-1
CC(C)Oc1ccc(S(=O)(=O)N2CCCCC2)cc1NC(=O)CCl,-1
O=c1ccc(-c2ccco2)nn1CCCNS(=O)(=O)c1cccs1,6
CCN(CC)CCCNC(=O)c1cc(N2CCOCC2)nc2ccccc12,-6
CC(C)(C(=O)NCc1ccn[nH]1)c1cccc(Br)c1,-10
OCC#CCSc1cccc2cccnc12,7
C=CCn1c(CN2CCC3(CCOCC3)CC2)nc2ccccc21,-12
CCN(C(=O)c1ccc(C)c(-n2cccc2)c1)C1CCCC1,-3
Cc1cn2c3c(=O)n(C)c(=O)n(C)c3nc2n1CCCc1ccccc1,-4
O=C1[C@@H]2C[C@H](O)CCN2C(=O)CN1Cc1ccccc1C(F)(F)F,-14
CCN1/C(=c2/s/c(=C3\SC(=S)N(N)C3=O)n(-c3ccccc3)c2=O)C=Cc2cc(C)ccc21,-18
O=C(NCCc1ccccn1)C1CCCCC1C(=O)N1CCc2c([nH]c3ccccc23)C1 (stereo unspecified),2
Cn1c(CSCCCOc2ccc(Cl)cc2)cc(=O)n(C)c1=O,-24
COCCC1(C(=O)O)CCCN(c2ccnc3cc(Cl)ccc23)C1 (stereo unspecified),-6
O=C(O)c1ccsc1,5
Cc1cccc2nc(COc3ccc(S(=O)(=O)c4ccccc4)cc3)cc(=O)n12,-2
Cc1ccc(OCC(=O)Nn2cnc3c(cnn3-c3ccccc3)c2=O)cc1,-6

An excerpt; rates above refer to the full screens.
